MsrA inh: bovine MsrA inhibition. actives 0.75% (n = 360,000). inhibition, % at 15.5 µM. purified bovine MsrA, absorbance read-out; in the data active = inhibition above about 4.5%;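 also: 0% = vehicle wells with enzyme and 100% = reference inhibitor wells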
NRP1-CendR mod: alters CendR peptide binding to human NRP-1 | O14786 | FAM-RPARPAR peptide binding to NRP-1, fluorescence polarization | inhibition, % at 25 µM | actives 0.85% (n = 360,000) | AID 602438;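 active = inhibition or corrected inhibition above about 18%, plus a signal ratio from 0.5 to 1.5, limit read from the data, passing the limit was not always enough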; also: strong numbers were not always called active
E coli Lon inh: inhibits E. coli Lon protease; purified E. coli Lon protease, fluorescence polarization; inhibition, % at 7.94 µM; actives 0.42% (n = 360,000); AID 602123; in the data active = inhibition above about 13%, passing the limit was not always enough;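 also: 0% = enzyme with probe and DMSO and 100% = no enzyme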
SUMO1-SIM PPI: modulators of human SUMO1-mediated protein-protein interactions; SUMO1 binding to a labelled peptide, TR-FRET, 1 h; actives 0.33% (n = 360,000); P63165; inhibition, % at 20 µM; in the data active = inhibition above about 37%
Target sequence (P63165 whole entry, looked up): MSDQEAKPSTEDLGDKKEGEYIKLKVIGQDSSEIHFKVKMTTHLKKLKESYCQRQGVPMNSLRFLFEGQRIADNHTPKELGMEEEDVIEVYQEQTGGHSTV
bovine MsrA act: bovine methionine sulfoxide reductase A activation. activation, % at 10.6 µM. purified bovine MsrA, absorbance read-out. actives 0.3% (n = 360,000); in the data active = activation above about 7.5%;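 also: 0% = vehicle and 100% = reference activator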
Scp1 inh: blocks human Scp-1 phosphatase activity; Recombinant Scp1, phosphopeptide, malachite green phosphate absorbance; inhibition, % at 20 µM; actives 0.88% (n = 340,000);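 active = inhibition above about 50% at 20 µM, limit read from the data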;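 also: plate controls were DMSO wells with enzyme for no effect and wells lacking enzyme for full effect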
Target sequence (Q9GZU7 76-261 limits assumed): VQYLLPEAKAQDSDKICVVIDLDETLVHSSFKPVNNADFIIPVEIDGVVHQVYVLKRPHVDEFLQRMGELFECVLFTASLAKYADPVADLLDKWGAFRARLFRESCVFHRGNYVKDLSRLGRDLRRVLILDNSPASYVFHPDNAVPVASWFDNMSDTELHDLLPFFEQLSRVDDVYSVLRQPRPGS
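Test system: SCP-1 phosphatase catalytic domain, residues 76-261 | Compound dosing: One concentration, 20 µM, with 1.0% DMSO | Schedule: 45 min room-temperature reaction, 5 min colour, 30 min stabiliser | Detection: Absorbance at 630 nm | Read-out basis: % inhibition of SCP-1 phosphate liberation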
LMPTP inh: LMPTP (human) inhibition. inhibition, % at 20 µM. recombinant LMPTP-A, OMFP fluorogenic substrate, fluorescence intensity. actives 0.22% (n = 360,000). AID 651560;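 active = compounds that cut the enzyme signal by at least half of the control window in the single-dose screen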;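 also: plate controls were DMSO wells with enzyme plus substrate for no effect and substrate without enzyme for full effect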
Target sequence (P24666 whole entry, looked up): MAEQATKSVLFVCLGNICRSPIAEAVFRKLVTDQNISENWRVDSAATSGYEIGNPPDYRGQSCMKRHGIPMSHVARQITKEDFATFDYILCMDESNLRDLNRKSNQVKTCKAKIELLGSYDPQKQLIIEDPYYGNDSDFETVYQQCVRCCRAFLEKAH
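Assay system: LMPTP-A phosphatase enzyme | Input: 0.625 nM enzyme | Also added: Fluorogenic phosphatase substrate OMFP at 400 µM final | Compound dosing: One test concentration per compound, 20 µM, with 3% DMSO overall | Schedule: 50 min enzyme reaction at room temperature, protected from light | Signal: Fluorescence intensity | Benchmarks: no-enzyme and uninhibited controls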
DNMT1 block: inhibitors of human DNMT1; actives 0.83% (n = 360,000); DNMT1 molecular beacon, Hinp1I cleavage, fluorescence; inhibition (reported as % activation of signal), % at 10 µM; in the data active = inhibition above about 50%
STEP block: STEP (human) phosphatase inhibition | P54829 | recombinant STEP, OMFP fluorogenic substrate, fluorescence | inhibition, % at 20 µM | actives 0.25% (n = 360,000) | AID 588621;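 active = inhibition at 20 µM, scaled per plate between control wells, above about 37%, limit read from the data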;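 also: 0% = DMSO with enzyme and substrate and 100% = substrate only without enzyme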
Target sequence (P54829 whole entry, looked up): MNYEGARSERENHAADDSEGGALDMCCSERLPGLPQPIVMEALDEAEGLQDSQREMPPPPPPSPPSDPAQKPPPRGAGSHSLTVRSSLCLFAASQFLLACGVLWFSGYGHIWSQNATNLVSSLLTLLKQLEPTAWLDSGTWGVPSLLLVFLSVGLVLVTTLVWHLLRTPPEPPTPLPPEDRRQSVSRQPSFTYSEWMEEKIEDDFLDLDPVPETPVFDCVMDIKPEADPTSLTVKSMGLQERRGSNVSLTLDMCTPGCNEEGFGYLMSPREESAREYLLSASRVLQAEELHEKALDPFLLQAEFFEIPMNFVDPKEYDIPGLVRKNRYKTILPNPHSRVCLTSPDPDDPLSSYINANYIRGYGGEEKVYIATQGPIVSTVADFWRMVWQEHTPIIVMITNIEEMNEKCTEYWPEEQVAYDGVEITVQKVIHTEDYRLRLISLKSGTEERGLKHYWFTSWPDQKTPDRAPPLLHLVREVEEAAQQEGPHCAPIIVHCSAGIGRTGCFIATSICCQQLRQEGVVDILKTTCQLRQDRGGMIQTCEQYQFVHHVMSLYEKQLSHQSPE
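System: STEP phosphatase, cell-free reaction; Buffer or medium: Bis-Tris pH 6.0 buffer with DTT, detergent; Incubation: 20 min at room temperature, dark; Measured by: fluorescence, 480/540 nm.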
Tb MetRS inh: blocks T. brucei methionyl-tRNA synthetase activity; inhibition, % at 11.9 µM; actives 0.4% (n = 360,000); purified T. brucei MetRS, ATP depletion, Kinase-Glo luminescence;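 active = inhibition above a per-plate cutoff of the control wells' mean inhibition plus 3 SD, cut at about 5.5% in these data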;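 also: 0% = DMSO wells median and 100% = median of wells with control inhibitor compound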
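Dosing: 11.9 µM compound single dose, 0.9% DMSO; Assay system: purified T. brucei MetRS enzyme; Measured by: Kinase-Glo luciferase luminescence reporting remaining unconsumed ATP; Schedule: 15 min plus 2 h at 25 °C.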
* = called active by the depositor; i = inactive; . = not tested or not shown; + = active, no number.

SMILES	MsrA inh	NRP1-CendR mod	E coli Lon inh	SUMO1-SIM PPI	bovine MsrA act	Scp1 inh	LMPTP inh	DNMT1 block	STEP block	Tb MetRS inh
CCN(CC)C1=CC2=CC(=C(C#N)C#N)CCC2CC1 (stereo unspecified)	-0.6	134.1	i	17.3	-3.5	0.8	4.0	+	-230.7	3.2
COC(=O)[C@@]1(C(C)C)N=C(c2cc(OC)c(OC)c(OC)c2)[C@]2(O1)C(=O)N(C)c1ccc(Br)cc12	-0.7	1.8	1.6	-2.9	-0.4	.	-0.2	.	.	0.0
Clc1ccc(-n2ncc3c(NCc4cccnc4)ncnc32)cc1Cl	0.6	4.3	9.5	6.2	0.1	3.8	4.4	-4.7	-1.4	-0.4
Cc1ccccc1-c1noc(-c2ccccc2C(=O)N2CCCC2)n1	0.4	20.1*	3.2	3.8	-2.9	-12.3	-1.7	-1.3	-2.4	-1.2
CC(C)NC(=O)C1(C)CSCC(=O)N1CCCn1ccnc1 (stereo unspecified)	-0.1	5.4	.	16.0	.	.	5.4	.	.	-0.4
CC(Oc1ccccc1)C(=O)N(CCC1=CCCCC1)c1c(N)n(Cc2ccccc2)c(=O)[nH]c1=O (stereo unspecified)	-0.4	3.7	9.8	2.1	-10.2	2.4	-0.9	-4.2	0.8	-1.0
CC(=O)N(Cc1ccccn1)Cc1ccco1	-0.5	-1.5	0.6	4.7	-4.0	-5.1	-2.5	-0.5	-3.6	-0.8
Cc1c(NS(=O)(=O)c2ccc(F)cc2)c(=O)n(-c2ccccc2)n1C	-0.1	7.7	-11.2	3.6	-5.5	-6.0	-0.7	-1.5	-1.1	-1.4
CN(C)S(=O)(=O)N1CCN(Cc2ccccc2)CC1	-1.2	4.0	-8.8	0.7	-5.2	-6.5	-1.8	3.8	-2.0	-0.1
COc1cc(OC)cc(C(=O)NCC(=O)OCc2nc3ccccc3s2)c1	1.0	-8.3	-26.3	-2.3	-2.9	-8.6	0.2	-7.4	-1.6	0.0
S=C1NCCN1CC1CCN(CC2CCCC2)CC1	-0.4	12.5	-4.2	0.1	-2.0	3.9	-1.0	2.2	10.1	-0.9
COc1ccc(Oc2c(Cl)cnn(-c3ccc(F)cc3)c2=O)cc1	-0.6	3.7	-4.8	-14.1	-9.0	-11.2	-1.1	2.3	2.7	-0.4
COc1cccc(C(=O)NCC(C)(C)SCc2ccc(F)cc2)c1	-0.8	1.4	0.1	-1.7	-1.6	-23.9	0.6	-1.4	0.9	-0.6
CCN(CC(=O)Nc1c(F)cccc1F)C(=O)c1ccc(S(=O)(=O)N2CCCC2)cc1	0.3	1.1	3.2	3.7	4.5	-1.2	-0.7	3.6	-0.9	-0.5
CCCn1c(SCC(=O)O)nc2ccccc21	.	2.1	1.4	-0.4	-8.4	-2.0	-1.3	3.0	0.6	-0.6
Cc1noc(C)c1COC(=O)[C@@H](NC(=O)c1ccccc1Cl)C(C)C	-0.2	-2.4	-1.9	3.2	0.2	-8.4	-1.4	0.7	1.3	-0.7
COc1ccc(NC(=S)Nc2ccc(OCc3ccccc3)cc2)c(OC)c1	0.0	-7.1	2.3	0.2	-6.4	1.3	1.1	-4.5	0.0	-0.5
Cc1coc2c(O)cc3c(c12)OC1(N2CCCCC2)C(=O)NCCCC31 (stereo unspecified)	-1.4	26.1*	29.9*	9.1	-10.6	11.1	5.5	-5.0	1.2	-1.7
CC/C(=N/NC(=O)c1ccccc1)c1ccc(OCCN2CCOCC2)cc1	1.3	-23.0	6.6	-2.3	-4.0	-6.8	-0.3	1.6	-0.6	-0.6
Cc1nn(C)c(C)c1Sc1ccc(Br)cc1	-0.1	2.0	8.5	-0.2	-0.7	-9.6	0.8	2.0	-1.3	-0.1
O=C(Nc1cccc(F)c1)Nc1ccccn1	0.0	-10.3	-4.2	3.5	2.3	-9.7	0.0	0.1	0.0	1.1
COc1ccc(C(=O)N(Cc2ccc(N(C)C)cc2)C2CCS(=O)(=O)C2)cc1 (stereo unspecified)	1.4	6.3	-5.0	1.9	0.6	-2.6	0.0	-4.1	1.6	-0.6
COc1ccccc1C1c2ccc3ccccc3c2Oc2ncn(CCN(C)C)c(=N)c21 (stereo unspecified)	-0.3	-14.5	-9.1	-36.2	-1.2	-1.6	-4.6	-1.4	5.2	0.9
COc1cccc(-c2c(C(=O)N/N=C(\C)c3ccncc3)nnn2-c2nonc2N)c1	0.4	6.1	-6.5	-3.2	-1.7	-11.3	-1.2	-2.6	-5.1	-0.1
Cc1cc(NS(=O)(=O)c2ccc(NC(=O)COc3ccc(Cl)c(C)c3)cc2)no1	-1.8	0.9	2.8	7.7	-0.8	-10.3	0.5	5.0	-1.0	-0.5
CC(=O)c1c(C)nc2ccc(Br)cc2c1-c1ccccc1	-0.8	11.8	5.0	-1.7	-1.8	-4.6	1.1	-2.1	0.0	0.0
O=c1[nH]c(NCCO)nc2ncn(Cc3ccccc3)c12	0.7	4.5	10.0	1.7	-7.5	-5.0	0.1	12.4	-11.1	-1.0
CCOC(=O)N1CCN(Cc2ccccn2)CC1	-0.3	14.1	4.8	-0.4	-2.1	-7.8	0.6	1.3	0.3	-0.6
O=C(Nc1ccc(C(F)(F)F)cc1)c1cccnc1N1CCOCC1	0.2	-4.8	-10.2	-0.5	-2.7	-1.8	-3.3	3.5	-4.1	0.0
CCOC(=O)c1ccc(NC(=O)c2cc3c(s2)CCC3)cc1	1.0	-3.6	11.3	-4.9	-2.4	-14.9	-0.2	-0.4	0.4	-0.8

2 neighbouring compounds out of the list so far:
SMILES	MsrA inh	NRP1-CendR mod	E coli Lon inh	SUMO1-SIM PPI	bovine MsrA act	Scp1 inh	LMPTP inh	DNMT1 block	STEP block	Tb MetRS inh
O=C(Nc1ccc(C(F)(F)F)cc1)c1cccnc1N1CCOCC1	0.2	-4.8	-10.2	-0.5	-2.7	-1.8	-3.3	3.5	-4.1	0.0
CCOC(=O)c1ccc(NC(=O)c2cc3c(s2)CCC3)cc1	1.0	-3.6	11.3	-4.9	-2.4	-14.9	-0.2	-0.4	0.4	-0.8

Continued.
SMILES	MsrA inh	NRP1-CendR mod	E coli Lon inh	SUMO1-SIM PPI	bovine MsrA act	Scp1 inh	LMPTP inh	DNMT1 block	STEP block	Tb MetRS inh
O=C(Nc1cc(S(=O)(=O)N2CCOCC2)ccc1N1CCCC1)c1cc(=O)[nH]c2ccccc12	0.1	11.8	2.1	-3.8	-3.7	11.2	0.8	-2.3	-1.8	0.2
CCOc1ccc2nc(NC(=O)Cn3[nH]c(=O)c4ccccc4c3=O)sc2c1	2.0	-74.8	-32.7	-0.4	-3.8	0.9	1.1	-8.1	3.5	-0.6
COc1ccc(Br)cc1[C@H]1[C@@H]2C=CCC[C@@]2(C)C(=O)N1Cc1ccccc1	-0.6	-2.0	1.0	8.6	-8.5	-2.3	2.0	10.3	2.3	-0.4
CC(C)OC(=O)c1c(NC(=O)c2ccco2)sc2c1CCCC2	-1.0	-8.4	-0.4	0.7	-10.7	-6.9	1.9	1.4	-1.2	-1.1
COc1cc(Cl)cc(C2NC(=S)NC(c3ccccc3)=C2C(C)=O)c1OCC(=O)O (stereo unspecified)	3.0	1.6	-0.8	-1.7	-3.9	-10.4	-0.3	1.5	4.0	-0.2
COCCOCCOCCC(=O)NC1CC2CCC1(C)C2(C)C (stereo unspecified)	-0.8	-14.7	-5.2	-7.2	-1.9	-10.9	-2.0	1.2	-0.3	0.2
CCc1cccc(NC(=O)CCNS(=O)(=O)c2cccc3nonc23)c1	-0.3	3.8	-7.9	-13.0	-5.8	-3.1	0.1	0.8	-1.2	-0.8
COc1ccc2[nH]c3c(c2c1)CCN1C(=O)C(CC(=O)NCCc2ccccn2)C[C@H](C(=O)N2CCCCC2)[C@@]31C (stereo partly specified)	-0.1	12.7	2.2	-2.7	-1.4	3.9	-7.1	6.7	-0.9	-0.5
Cc1ccc(F)cc1NC(=O)c1cccc(N(C)C)c1	1.3	1.2	-15.9	-0.9	-1.7	-4.3	-0.3	0.7	-5.7	-0.9
CCOC(=O)C1(CC2CC2)CCN(C(=O)c2cc(OC)nc3ccccc23)CC1	-0.9	10.6	-3.1	-2.2	-3.1	-3.5	1.4	5.8	-0.7	-0.3
NC(=O)C1CCN(Cc2nc3cc(Cl)ccc3c(=O)[nH]2)CC1	-0.9	12.6	3.7	0.6	2.6	-0.6	-1.6	-2.2	0.1	-0.3
CC(C)C[C@H](NC(=O)N1CCn2c1nc1ccccc12)C(=O)NC1CCCCC1	0.0	11.3	-11.1	0.8	-2.4	-4.0	0.0	1.3	-1.2	-0.7
O=C(Cc1ccc2ccccc2c1)NC(Cc1ccccc1)C(=O)O (stereo unspecified)	-0.1	-1.2	-8.8	2.8	-5.9	1.3	-1.7	-0.3	-2.7	-1.8
Cc1nc2ccccc2n1C(C)c1nc2ccccc2n1CC(=O)c1ccc(OC(F)(F)F)cc1 (stereo unspecified)	-0.3	5.4	.	0.5	.	.	-0.6	.	.	-0.3
CC(OC(=O)C1CCN(S(=O)(=O)c2ccc3c(c2)OCCO3)CC1)C(=O)NC1(C#N)CCCCC1 (stereo unspecified)	-0.3	1.2	10.4	1.6	-7.5	-1.1	0.7	-3.5	3.2	-0.5
CCN1CCN(Cc2ccc(NC(=O)c3ccc(C)c(NC(=O)c4cc(-c5ccc(Br)cc5)n[nH]4)c3)cc2C(F)(F)F)CC1	-0.7	1.8	7.8	-42.4	-6.3	3.9	0.0	-19.4	0.5	-0.5
CCC(CO)Nc1ncnc2onc(-c3ccc(F)cc3)c12 (stereo unspecified)	0.7	-4.6	-9.1	0.0	-4.3	0.8	-0.2	-1.0	0.1	-0.6

Compound profiles, as listed above.
Cc1c(NS(=O)(=O)c2ccc(F)cc2)c(=O)n(-c2ccccc2)n1C as listed: MsrA inh: -0.1; NRP1-CendR mod: 7.7; E coli Lon inh: -11.2; SUMO1-SIM PPI: 3.6; bovine MsrA act: -5.5; Scp1 inh: -6.0; LMPTP inh: -0.7; DNMT1 block: -1.5; STEP block: -1.1; Tb MetRS inh: -1.4
CCOC(=O)c1ccc(NC(=O)c2cc3c(s2)CCC3)cc1 as listed: MsrA inh: 1.0; NRP1-CendR mod: -3.6; E coli Lon inh: 11.3; SUMO1-SIM PPI: -4.9; bovine MsrA act: -2.4; Scp1 inh: -14.9; LMPTP inh: -0.2; DNMT1 block: -0.4; STEP block: 0.4; Tb MetRS inh: -0.8
